Screening results as filed in PubChem.
NCI-60 one-dose screen, 48 h, at 10 µM unless noted. Numbers give growth in % (100 = growth as untreated, 0 = no growth, -100 = all killed).
UACC-62 = UACC-62 melanoma | AID 1794756 | actives 5.4% (n = 81,000)
SK-MEL-2 = SK-MEL-2 melanoma; actives 4.7% (n = 77,000); AID 1794763
SK-MEL-5 = SK-MEL-5 melanoma | actives 6.4% (n = 80,000)
SK-MEL-28 = SK-MEL-28 melanoma. actives 4.1% (n = 81,000). AID 1794761
LOX IMVI = LOX IMVI melanoma; actives 7.4% (n = 79,000)
MALME-3M = MALME-3M melanoma. actives 5.8% (n = 78,000). AID 1794766
HS 578T = HS 578T breast cancer; actives 4.1% (n = 78,000); AID 1794788
UACC-257 = UACC-257 melanoma; actives 4.4% (n = 78,000)
An asterisk follows results filed as active; . = not tested or not shown; & = joins results of further samples; [ ] = dose if it differs, or a comment. Rule for the calls: active = growth percent below 10; inactive = the rest.

SMILES	UACC-62	SK-MEL-2	SK-MEL-5	SK-MEL-28	LOX IMVI	MALME-3M	HS 578T	UACC-257
CC1=C(C)C(=O)C(C(C2=C(C)C(=O)C(C)=C(C)C2=O)c2ccc(N(C)C)cc2)=C(C)C1=O	55	76	60	110	71	104	65	82
COc1ccc(C2=C(Br)C(=O)C(c3ccc(OC)cc3)=C(Br)C2=O)cc1	103	99	99	109	95	97	102	.
COc1ccc(CNC(=O)CSc2nc3ccccc3c(=O)n2CCc2ccc(S(N)(=O)=O)cc2)cc1	85	94	85	104	98	84	80	99
Cc1cc(=O)[nH]c(N/N=C/C(C)C)n1	100	106	101	97	99	100	104	108
CCCCC1SC(N)=NC1=O (configuration not stated)	102	105	98	124	106	79	95	113
COc1ccc(C(=O)C[n+]2cccc3c4ccccc4ccc32)cc1OC	92	103	75	105	97	88	91	100
C=C(C)[C@@H]1CC[C@]2(C(=O)O)CC[C@]3(C)[C@H](CC[C@@H]4[C@@]5(C)C[C@@H](Cc6cn([C@@H]7O[C@H](CO)[C@@H](O[C@@H]8O[C@H](CO)[C@H](O)[C@H](O)[C@H]8O)[C@H](O)[C@H]7O)nn6)[C@H](O)C(C)(C)[C@@H]5CC[C@]43C)[C@@H]12	97	93	98	105	97	106	101	91
COC(=O)C(Br)C(C(=O)OC)C(Cl)(Cl)Cl (configuration not stated)	97	105	101	104	99	96	95	102
O=C1c2ccc(S(=O)(=O)O)cc2C(=O)c2cc(S(=O)(=O)O)ccc21	110	113	104	111	97	111	103	109
CCCC(NC(=O)OC(C)(C)C)C(=O)O (configuration not stated)	100	103	97	103	91	91	115	96
O=C(Cn1cc(CSc2nnc3oc4ccccc4n23)nn1)Nc1ccccc1O	56	87	93	95	70	92	85	93
O=C(/C=C/c1ccc(Br)cc1)c1ccc(-n2cc(CN3CCN(c4cc5c(cc4F)c(=O)c(C(=O)O)cn5C4CC4)CC3)nn2)cc1	83	97	91	107	50	102	84	96
O=S(=O)(NCCNc1nccc(-n2cnc3ccccc32)n1)c1cccc2ccccc12	83	108	88	104	96	106	79	102
COc1cc(C2NC(=O)NC(C)=C2C(=O)c2cnccn2)cc(OC)c1OC (configuration not stated)	100	102	99	105	97	100	94	104
CN1CCCc2cc(/C=C3\SC(=S)N(c4cc(N)cc(C(=O)O)c4)C3=O)ccc21	99	107	99	104	98	104	104	105
Clc1cc(Cl)c(Cl)c(-c2nc(-c3cccnc3)cs2)c1	78	99	94	72	64	29	99	64
O=C(Cn1cc(CN2CCCCCC2)nn1)Nc1ccc2c(ccn2Cc2ccccc2)c1	97	93	87	100	98	91	88	101
Cc1ccc(-c2nc3nc(-c4ccccc4)nc(N4CCCN(S(=O)(=O)c5ccccc5)CC4)c3o2)cc1	93	96	97	96	95	88	82	99
CN1C(=O)N(C)C2C1NN=c1s/c(=C3\C(=O)Nc4ccccc43)c(=O)n12 (configuration not stated)	96	99	96	108	92	95	97	.
CS(=O)(=O)Nc1cc(-c2ccc3ncc(C#N)c(NCc4ccccc4F)c3c2)cnc1Cl	-21*	-52*	-94*	5.7*	-42*	-36*	-22*	2.1*
C[C@@H](O)[C@H]1C(=O)N2C(C(=O)O)=C(SC3CN[C@H](C(=O)N(C)C)C3)[C@H](C)[C@H]12 (some centres not stated)	99	.	102	109	96	93	102	106
COc1cc(C(=O)OC(=O)c2ccc(OCc3ccccc3)c(OC)c2)ccc1OCc1ccccc1	92	101	94	95	97	97	100	87
Oc1ccccc1-c1nnc(Nc2ccc(C(F)(F)F)cc2)o1	92	95	111	109	93	88	94	63
O=C(Nc1ccccc1)c1cccc([N+](=O)[O-])c1	.	101	100	105	102	92	90	107
CCN(CC)CCNC(=O)c1ccc(C(=O)NCCN(CC)CC)cc1	.	110	102	116	117	113	.	113
Further compounds
SMILES	UACC-62	SK-MEL-2	SK-MEL-5	SK-MEL-28	LOX IMVI	MALME-3M	HS 578T	UACC-257
NS(=O)(=O)c1ccc(CCn2c(SCC(=O)Nc3ccc(Cl)cc3)nc3ccccc3c2=O)cc1	73	79	81	88	60	56	74	101
COc1cccc(C(O)C2=CC(=O)c3ccccc3C2=O)c1OC (configuration not stated)	95	119	99	104	97	83	107	114
COC(=O)C1=C(C)NC(C)=C(C(=O)OCCN(C)Cc2ccccc2)C1c1cccc([N+](=O)[O-])c1 (configuration not stated)	89	117	87	118	86	81	89	102
COc1cc(/C=C2\CN(C)C/C(=C\c3cc(CN4CCOCC4)c(O)c(OC)c3)C2=O)cc(CN2CCOCC2)c1O	36	72	72	77	12	66	83	71
CN=C(NC(C)C)c1ccc(NC(=O)c2ccc(C(=O)Nc3ccc(C(=NC)NC(C)C)cc3)cc2)cc1	100	122	97	110	98	101	98	99
c1ccc2sc(SCc3nc(-c4ccc5c(c4)OCO5)no3)nc2c1	91	99	105	107	99	100	101	103
COc1ccc(NC(=O)C2CCC(=O)N2)cc1OC (configuration not stated)	99	98	99	101	90	95	103	112
COc1ccccc1Sc1nnc(/N=C2\C(=O)Nc3ccc(F)cc32)s1	75	108	99	110	91	107	84	87
Oc1ccc(-c2nc(-c3ccc4oc5ccc(-c6[nH]c(-c7ccc(O)cc7)nc6-c6ccccc6)cc5c4c3)c(-c3ccccc3)[nH]2)cc1	50	94	71	78	68	43	67	35
O=C1CCC(N2C(=O)c3cccc(NCCOCCOCCOCCC(=O)NCCCC(=O)NC(c4ccc5c(c4)OCO5)c4cc(Cl)c5cccnc5c4O)c3C2=O)C(=O)C1 (configuration not stated)	0.2*	-5.7*	44	20	-38*	29	65	30
O=[N+]([O-])c1ccc(CSc2nnc(-c3ccncc3)o2)cc1	79	97	105	103	.	117	111	91
COc1cc(CN2C(=O)Cc3ccccc3-n3nc(C(C)(C)C)cc32)cc(OC)c1OC	87	90	103	113	84	105	96	117
O=C(NCc1ccccc1)C1CSC2c3ccccc3C(=O)N12 (configuration not stated)	98	105	115	110	97	112	108	97
O=C(Oc1ccc(Br)cc1)c1ccc([N+](=O)[O-])cc1	97	.	108	109	99	109	112	101
COC(=S)SCN(CSC(=S)OC)c1ccc(Cl)cc1	58	106	84	102	73	75	88	.
N#CCC1(c2ccccc2)CCCC1	100	105	100	113	103	108	111	106
Cc1ccccc1N1C(=O)CSC1=S	97	96	141	91	91	168	92	90
CC(=O)Nc1nc2c(s1)C1=CC[C@H]3[C@@H]4CC[C@H]([C@H](C)CCCC(C)C)[C@@]4(C)CC[C@@H]3[C@@]1(C)CC2	103	102	101	114	98	109	109	102
CCCCCCCCCCCCC#N	99	101	96	104	103	95	107	98
CCCN(CCC)CC(O)c1cc2cc(C(F)(F)F)cc(C(F)(F)F)c2c2ccccc12 (configuration not stated)	84	102	95	122	72	101	77	74
Nn1cnc2c(ncn2C2OC(CO)C(O)C2O)c1=O (configuration not stated)	92	.	105	102	94	98	109	112
COc1ccc(C2=Cc3ccc(OC(C)=O)cc3OC2)cc1	85	97	91	112	83	.	103	100
O=C(NC(=S)Nc1ccc(S(=O)(=O)c2ccc(NC(=S)NC(=O)c3ccccc3)cc2)cc1)c1ccccc1	84	122	103	99	108	101	102	89
Cc1cccc(C)c1N1C(=O)CC(Sc2ccccc2N)C1=O (configuration not stated)	99	105	101	96	94	.	106	93
Cc1ccc(C(=O)NN2C(=O)CSC2c2ccccc2[N+](=O)[O-])cn1 (configuration not stated)	93	113	103	129	86	99	118	82

Ordered by heavy-atom count (ascending): part of the list above
SMILES	UACC-62	SK-MEL-2	SK-MEL-5	SK-MEL-28	LOX IMVI	MALME-3M	HS 578T	UACC-257
CCCCCCCCCCCCC#N	99	101	96	104	103	95	107	98
COc1ccc(NC(=O)C2CCC(=O)N2)cc1OC (configuration not stated)	99	98	99	101	90	95	103	112
Nn1cnc2c(ncn2C2OC(CO)C(O)C2O)c1=O (configuration not stated)	92	.	105	102	94	98	109	112
O=[N+]([O-])c1ccc(CSc2nnc(-c3ccncc3)o2)cc1	79	97	105	103	.	117	111	91
COc1cccc(C(O)C2=CC(=O)c3ccccc3C2=O)c1OC (configuration not stated)	95	119	99	104	97	83	107	114
Cc1ccc(C(=O)NN2C(=O)CSC2c2ccccc2[N+](=O)[O-])cn1 (configuration not stated)	93	113	103	129	86	99	118	82
CCCN(CCC)CC(O)c1cc2cc(C(F)(F)F)cc(C(F)(F)F)c2c2ccccc12 (configuration not stated)	84	102	95	122	72	101	77	74
CC(=O)Nc1nc2c(s1)C1=CC[C@H]3[C@@H]4CC[C@H]([C@H](C)CCCC(C)C)[C@@]4(C)CC[C@@H]3[C@@]1(C)CC2	103	102	101	114	98	109	109	102
Oc1ccc(-c2nc(-c3ccc4oc5ccc(-c6[nH]c(-c7ccc(O)cc7)nc6-c6ccccc6)cc5c4c3)c(-c3ccccc3)[nH]2)cc1	50	94	71	78	68	43	67	35
O=C1CCC(N2C(=O)c3cccc(NCCOCCOCCOCCC(=O)NCCCC(=O)NC(c4ccc5c(c4)OCO5)c4cc(Cl)c5cccnc5c4O)c3C2=O)C(=O)C1 (configuration not stated)	0.2*	-5.7*	44	20	-38*	29	65	30

The list continues:
SMILES	UACC-62	SK-MEL-2	SK-MEL-5	SK-MEL-28	LOX IMVI	MALME-3M	HS 578T	UACC-257
CNS(=O)(=O)Oc1ccc(-c2cn3ccoc3n2)cc1	92	107	97	103	100	101	112	105
CCCC1(C(OC)OC)NC(=O)N(C)C1=O (configuration not stated)	101	97	104	109	93	101	114	.
S=C(Nc1ccccc1)Nc1nccs1	102	126	92	89	106	101	92	96
COc1ccc(-c2nnc(SCC(=O)Nc3ccc(C(=O)/C=C/c4cc(OC)c(OC)c(OC)c4)cc3)n2-c2ccccc2)cc1OC	-43*[100 µM]	-26*[100 µM]	-15*[100 µM]	18[100 µM]	-88*[100 µM]	-33*[100 µM]	4.2*[100 µM]	22[100 µM]
Cc1cccc(-n2cc(-c3ccc(Br)cc3)sc2=Nc2ccc(Nc3ncnc4sc5c(c34)CCCC5)cc2)c1	83	91	97	109	99	114	93	97
COc1ccc2nc3cc(Cl)ccc3c(NC(=O)CSc3ccc(Cl)cc3)c2c1	-80*	-88*	-98*	-97*	-80*	-77*	-43*	-90*
CC(=O)c1ccc(-n2c(-c3cc(-c4ccsc4)n[nH]3)n[nH]c2=S)cc1	96	87	101	99	99	106	.	101
CC(C)CC(CC1=CCC2CC1C2(C)C)C1=C(O)C(C)(C)C(=O)C(C)(C)C1=O (configuration not stated)	9.6*	-18*	-31*	29	6.0*	14	6.7*	-23*
C=CCc1cc(C(CC)C(CC)c2ccc(O)c(CC=C)c2)ccc1O (configuration not stated)	93	104	99	109	102	108	.	89
CCOC(=O)c1csc(NC(=O)CSc2nc(C)c(C)n2Nc2ccc(C)cc2)n1	63	93	47	85	78	111	139	88
O=C(Nc1ccc(Cl)c(C(F)(F)F)c1)Nc1ccc2oc(=O)ccc2c1	28	71	41	67	2.0*	43	83	64
COc1ccc(-c2nn(-c3ccccc3)cc2C2OC23CCc2ccccc2C3=O)cc1 (configuration not stated)	75	110	99	111	96	103	105	110
COC(=O)c1ccc(N(C(C)=O)c2cc(C(C)(C)C)[nH]n2)c(NC(C)=O)c1	100	86	112	118	97	119	111	103
C=C(C)[C@@H]1CC[C@]2(C(=O)O)CC[C@]3(C)[C@H](CC[C@@H]4[C@@]5(C)C[C@@H](CC#Cc6ccc(Cl)cc6Br)[C@H](O)C(C)(C)[C@@H]5CC[C@]43C)[C@@H]12	63	59	69	103	68	83	75	62
O=S(=O)(c1ncsc1-c1ccccc1)N1CCOCC1	94	96	99	105	.	101	98	105
COc1cc(Cc2nn3cc(-c4ccccc4)nc3s2)cc(OC)c1OC	82	99	84	103	94	107	100	109
O=C1C(=O)N(CCCCn2cc(CN(Cc3ccccc3)Cc3ccccc3)nn2)c2ccccc21	80	101	94	109	91	104	99	105
CCCCC1Nc2nc(OC)n(C)c(=O)c2CN(Cc2ccccc2)C1=O (configuration not stated)	83	83	105	106	94	.	99	95
CN(C)CCCOc1cccc(NC2=C(Cl)C(=O)C(Nc3cccc(OCCCN(C)C)c3)=C(Cl)C2=O)c1	-73*	-66*	-96*	-73*	-83*	-75*	-2.5*	-90*
Cc1ccc(-c2nnc(SCC(=O)NC3=NN=C(c4ccc(Cl)cc4)CS3)o2)cc1	95	100	97	110	99	108	96	74
COc1ccc(C(=O)CSc2nccc(Nc3ccc(C(C)=O)cc3)n2)cc1	92	104	96	120	97	113	107	102
CCCCSc1nc2c([nH]1)c(=O)n(C)c(=S)n2C	90	.	90	109	99	101	116	106
COCCCn1cnn2c(=O)c3ccccc3nc2c1=O	95&111	120&105	100&101	122&115	105	110	119&99	111&101
COc1cc(OC)c(C(=O)/C=C/c2ccc(C(C)C)cc2)cc1CC=C(C)C	70	.	64	105	75	121	93	.
Cc1ccc(S(=O)(=O)N2CC=C3C(=C(c4ccccc4)c4ccccc43)C2)cc1	59	93	84	109	92	96	83	90
Remaining list, next part.
SMILES	UACC-62	SK-MEL-2	SK-MEL-5	SK-MEL-28	LOX IMVI	MALME-3M	HS 578T	UACC-257
COc1ccc(C(=O)C(CN(C)C)c2ccccc2)cc1 (configuration not stated)	34	15	44	-45*	10	45	-14*	2.4*
CC(=NC1CCCCC1)c1ccc(O)cc1O	88	135	103	101	102	.	102	93
Cc1ccccc1C(=O)NNC(=O)c1ccccc1	92	99	.	112	101	95	100	94
CSc1ccc(Cl)nn1	95	129	104	99	102	96	109	105
C/C(=N\O)C(C)(C)O	102	106	102	116	102	98	96	106
O=[N+]([O-])c1ccc(O)c(-c2nc3ccccc3s2)c1	41	99	25	64	61	45	67	84
CC(=O)OCC(=O)[C@H]1CCC2C3CCC4=CC(=O)CC[C@]4(C)C3CC[C@@]21C (some centres not stated)	80	96	100	99	95	90	84	100
CCOC(=O)COc1ccc(/C=C2\CCC/C(=C\c3ccc(OCC(=O)OCC)c(OC)c3)C2=O)cc1OC	110	89	101	101	88	107	111	93
